Bioassay records as filed in PubChem.
Abeta rescue – compounds reversing amyloid beta toxicity in yeast. AID 1347071. Potency, µM (highest dose often 46.1 µM), for the others: top-dose growth rescue, actives largely listed as activators. yeast expressing A-beta42, growth rescue, OD600, 48 h; response scale: 0% DMSO, 100% iron-clioquinol control. actives 0.063% (n = 410,000); further: nearly all actives have a fitted effect of over 55% in size
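Growth rescue measured by 600 nm absorbance after 48 h yeast culture at 30 C with compound. Values normalized between DMSO and an equimolar ferric chloride plus clioquinol control.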
aSyn yeast inh – inhibitors of alpha-synuclein toxicity in yeast; AID 652106; Potency, µM (doses to about 46.1 µM), for the others: at the top dose growth rescue (activation), hits mostly activators; Yeast expressing alpha-synuclein, growth rescue, BacTiter-Glo, 24 h; actives 0.14% (n = 370,000); further: % of control where 0% means no effect; nearly all actives have a fitted effect of over 65% in size
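Galactose-induced alpha-syn yeast (OD600=0.02, raffinose-pregrown) + pinned cpd, 24 hr, 30 deg C; growth by BacTiter-Glo luminescence. Growth restoration scores as activation.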
FUS suppressor – rescues growth of FUS-expressing yeast | S. cerevisiae FUS-expressing, growth rescue, OD600, 24 h | Potency, µM (doses to about 76.6 µM), without a hit: at the top dose growth rescue (activation), hits mostly activators | actives 0.24% (n = 390,000) | AID 1347120;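 further: plate controls were DMSO vehicle for no effect and reference control for full effect; nearly all actives have a fitted effect of over 55% in size; some results filed as inactive show a strong effect at the top dose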
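Compound concentration series was pinned onto galactose-induced FUS-expressing yeast seeded at OD 0.005. Plates sat 24hr at 30C; absorbance at 600 nm gave growth. DMSO served as background control.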
Active calls of the source: *; ? = inconclusive; [ ] = another dose, or the depositor's remark. The call rests on the fitted dose curve; in most records, active means well fitted activation curve with a large enough effect; inconclusive means small, poorly fitted or top-dose-only effect; inactive means no such curve, though single readings can be large or run the other way. Potency means the concentration at half of the fitted maximal effect. Some of the compounds tested. The share of hits here may be higher or lower than overall.

Values run as follows: aSyn yeast inh	FUS suppressor	Abeta rescue
COc1ccc(OC)c(-c2nc(C(N)=O)c3c(n2)n(-c2ccc4c(c2)OCO4)c(=O)n3C)c1
 : 1%	-10%	-14%
Cc1ccc(NC(=O)c2cc3c(=O)[nH]c4ccccc4c3n2C)cc1F
 : -2%	-13%	-6%
COc1cccc2cc(C(=O)N3CCN(c4cc(C)ccc4C)CC3)c(=O)oc12
 : -1%	-7%	4%
COc1ccc(C2CC(=O)N(CC(=O)Nc3ccc(C(C)=O)cc3)c3ccccc3S2)cc1OC (stereo not drawn)
 : -2%	4%	-15%
COc1ccc(OC)c(NC(=O)c2c(NCc3cccs3)sc3c2CCCC3)c1
 : 15%	19%	11%
CCOc1cc(C2C(C(=O)Nc3ccccc3)=C(C)Nc3ncnn32)cc(Br)c1O (stereo not drawn)
 : 10%	6%	2%
O=C(COc1ccc([N+](=O)[O-])cc1)Nc1cccc2cccnc12
 : 0%	-18%	-9%
N#C/C(=C\c1ccc(O)cc1)C(=O)NCC1CCCO1 (stereo not drawn)
 : -1%	-21%	-6%
CCc1ccc2oc(-c3ccc(C)c(NC(=O)c4ccc(C#N)cc4F)c3)nc2c1
 : 0%	-17%	-12%
Cc1ccc(N2C(=O)CSC23C(=O)N(CC(=O)NCc2ccccc2)c2ccccc23)cc1 (stereo not drawn)
 : -8%	0%	4%
COc1ccccc1CNC(=O)C1CCN(S(=O)(=O)c2ccc3[nH]c(=O)ccc3c2)CC1
 : 0%	17%	0%
CCOC(=O)Cn1c(=O)n(C2CCCCC2)c2nc(-c3ccc(OCC)cc3)nc(C(N)=O)c21
 : 4%	17%	-4%
O=C(CSc1nc2c([nH]c3ccccc32)c(=O)n1-c1ccc(F)cc1)N1CCCc2ccccc21
 : -5%	-19%	-22%
O=C(Nc1ccc(Cl)cc1)N1CCN(c2ccc3nnc(-c4ccccc4)n3n2)CC1
 : -2%	-3%	-5%
O=C(Cc1ccc(F)cc1)Nc1nnc2n1CCS2
 : -1%	-6%	-7%
Cc1cc(C)cc(-n2ccnc2SCC(=O)Nc2nnc(C)s2)c1
 : -1%	3%	-7%
CCOC(=O)c1ccc2c(c1)N(CC(=O)Nc1ccc(C)cc1C)C(=O)c1ccccc1S2
 : -4%	-5%	-7%
CC(C)c1ccc(N2C(=O)CSC23C(=O)N(C)c2ccccc23)cc1 (stereo not drawn)
 : -14%	6%	-18%
Cc1cccc(-c2nc(C)c(CCNC(=O)C(=O)Nc3cccc(Cl)c3C)s2)c1
 : 0%	-22%	-4%
CCOc1ccc(CCNC(=O)CSc2nnnn2-c2ccccc2Cl)cc1OCC
 : 7%	28%	-8%
O=C(Cn1cnc2onc(-c3ccc(F)cc3)c2c1=O)Nc1cccc(C(F)(F)F)c1
 : 9%	39%	-11%
CN(c1ccccc1)S(=O)(=O)c1nnc(NC(=O)c2ccccc2)s1
 : 3%	0%	-8%
COc1ccc(N2C(=O)CSC23C(=O)N(Cc2cccc(C(F)(F)F)c2)c2ccccc23)cc1 (stereo not drawn)
 : 0%	?	-4%
COCCCNC(=O)c1ccc(-n2c(-c3ccccc3)cc3c2CCCCC3)cc1
 : 12%	-4%	3%
COc1cccc(-n2c(SCc3ccccc3C)nc3c([nH]c4ccccc43)c2=O)c1
 : ?	28%	-1%
Cc1ccccc1CSCCNC(=O)CN(c1ccccc1)S(=O)(=O)N(C)C
 : 3%	16%	-10%
Cc1cc(C)c2sc(NC(=O)c3ccc(S(=O)(=O)N4CCOCC4)cc3)nc2c1
 : -4%	-16%	-10%
COc1ccc(-n2c(=O)c3ccc(C(=O)NCc4ccc(C)cc4)cc3n(CC(=O)Nc3cccc(F)c3)c2=O)cc1
 : -1%	-16%	-9%
Cc1cccc(OCC(=O)Nc2cccc3cccnc23)c1C
 : 2%	-21%	-3%
CCOc1ccc(/C=C/C(=O)Nc2sc3c(c2C(=O)OC)CCCC3)cc1
 : 7%	-21%	-15%
CCOC(=O)c1c(Nc2ccccc2)nnc(-c2ccccc2)c1-c1ccccc1
 : 0%	-5%	-6%
COCCCNC(=O)C1CCCN(C(=O)c2cnn(-c3ccc(F)cc3)c2-n2cccc2)C1 (stereo not drawn)
 : ?	-7%	-13%
CCOC(=O)CC(NS(=O)(=O)c1ccc2[nH]c3c(c2c1)CCCC3)c1ccccc1Cl (stereo not drawn)
 : 16µM*	?	11%
CC1CCN(S(=O)(=O)c2ccc(C(=O)Nc3nc4ccc(F)cc4s3)cc2)CC1
 : 0%	-11%	-14%
COc1cccc(CNC(=O)Nc2cn(CC(C)C)c(=O)c3ccccc23)c1
 : -3%	-6%	-19%
COc1ccc(-c2nc(C)c(CCNC(=O)C(=O)Nc3cccc(F)c3)s2)cc1OC
 : 1%	-21%	-12%
COC(=O)C(C)Sc1nc2c([nH]c3ccccc32)c(=O)n1-c1ccc(OC)cc1 (stereo not drawn)
 : -3%	-10%	-4%
COc1ccc(-c2cc(C(F)(F)F)nc(SCCC(=O)Nc3ccccc3F)n2)cc1
 : 8%	-17%	-12%
CCOC(=O)c1cccc(NS(=O)(=O)c2ccc(-c3coc(C)n3)cc2)c1
 : 6%	27%	6%
CCOc1ccc(CC(=O)NCCc2csc(-c3ccc(C(F)(F)F)cc3)n2)cc1
 : -11%	0%	-13%
O=C(OCc1ccccc1Cl)c1ccc(-c2nnn(Cc3ccccc3Cl)n2)cc1
 : 2%	-25%	0%
CCc1ccc(NCc2cc3ccc(OC)cc3n(CC(=O)Nc3ccc(F)cc3F)c2=O)cc1
 : -1%	-4%	6%
O=C(c1cnn(-c2ccc(F)cc2)c1-n1cccc1)N1CCN(c2ccc(Cl)cc2)CC1
 : 2%	-1%	-3%
COc1cc(C2CC(=O)N(Cc3cccc(F)c3)c3ccccc3S2)cc(OC)c1OC (stereo not drawn)
 : 6%	38%	-5%
Cn1nnnc1SCCCNCc1ccccc1OCc1ccccc1Cl
 : 22%	-2%	-3%
O=C(CSc1nccn1-c1ccccc1)Nc1nc2ccccc2s1
 : 1%	3%	-8%
CCc1ccccc1Nc1nn2c(=O)c3ccc(C(=O)NCc4ccc(C)cc4)cc3nc2s1
 : 3%	-4%	-13%
COc1ccc(Nc2nc3c(S(=O)(=O)c4ccccc4)nnn3c3ccc(Cl)cc23)cc1
 : 4%	-13%	-7%
C=Cc1ccc(Cn2c(C(=O)O)c(CNCc3ccccc3)c3ccc(C)cc32)cc1
 : -37%[inhibitor]	?	-12%
CCC(C)n1c(=N)c(S(=O)(=O)c2ccc(C)cc2)cc2c(=O)n3cc(C)ccc3nc21 (stereo not drawn)
 : ?	-11%	-12%
CCOC(=O)c1ccc(NS(=O)(=O)c2cn(C)c(C)n2)cc1
 : -9%	-12%	-16%
N#Cc1ccc(CN2C(=O)c3ccccc3Sc3ccc(C(=O)OCc4ccco4)cc32)cc1
 : -1%	-9%	-14%
COc1ccccc1N1CCN(C(=O)CN2C(=O)COc3ccc(S(=O)(=O)N4CCCC4)cc32)CC1
 : 7%	17%	-15%
COc1ccc(-n2c(SCC(=O)NC3CCCCC3)nc3c([nH]c4ccccc43)c2=O)cc1
 : -6%	-8%	-1%
O=C(Nc1ccc(F)cc1F)c1cc(S(=O)(=O)N2CCCCC2)c[nH]1
 : -1%	-2%	-23%
COC(=O)c1c(NC(=O)c2cc3ccccc3c(=O)o2)sc2c1CCCC2
 : 4%	-26%	-10%
O=C(Nc1cccc(Cl)c1Cl)c1ccc2c(c1)N(Cc1cccc(Cl)c1)C(=O)c1ccccc1S2(=O)=O
 : 0%	36%	-18%
Cc1cc(C)cc(N2C(=O)CSC23C(=O)N(CC(N)=O)c2ccccc23)c1 (stereo not drawn)
 : -1%	-15%	-11%
COc1ccc(C)c2sc(NC(=O)c3ccc(S(=O)(=O)N4CCOCC4)cc3)nc12
 : 3%	-17%	-7%
CC(C)C1C(=O)Nc2ccc(S(=O)(=O)NCCc3ccc(Cl)cc3)cc21 (stereo not drawn)
 : -6%	14%	-4%

More compounds follow.
Values run as follows: aSyn yeast inh	FUS suppressor	Abeta rescue
COc1ccccc1Nc1sc(C(=O)c2ccc(C)cc2C)c(N)c1S(=O)(=O)c1ccccc1
 : -4%	34%	-6%
COc1cccc(C(=O)Nc2cccc(-c3cn4c(C)csc4n3)c2)c1OC
 : -18%	45%	-23%
COc1ccc(CCNC(=O)c2cc(C)nc3c2c(C)nn3-c2ccccc2)cc1OC
 : -2%	10%	-16%
CCCOc1ccccc1C(=O)Nc1ccc(-c2nc3ccc(C)cc3s2)cc1
 : 8%	-19%	-20%
CCCCN1C(=O)C(O)(c2c(C)[nH]c3ccccc23)c2ccccc21 (stereo not drawn)
 : 3%	-7%	8%
CCOc1ccc(N2C(=O)CS(=O)(=O)C23C(=O)N(Cc2cccc(Cl)c2)c2ccccc23)cc1 (stereo not drawn)
 : 0%	27%	-1%
CCc1ccccc1N(C)C(=O)Nc1cn(CC(C)C)c(=O)c2ccccc12
 : 3%	5%	-11%
Cc1nc(N)c(S(=O)(=O)c2ccccc2)c(Nc2ccc(Br)cc2)n1
 : -2%	-24%	-9%
CCOC(=O)c1ccc(NC(=O)c2ccc(=O)n(Cc3cccc(C)c3)c2)cc1
 : -8%	-4%	-6%
O=C(CSc1ncc(CO)n1Cc1ccccc1)Nc1ccc(C(F)(F)F)cc1
 : 3%	10%	-15%
Cc1ccc(C(=O)c2sc(Nc3ccccc3F)c(S(=O)(=O)c3ccccc3)c2N)c(C)c1
 : 13%	?	-20%
CCc1ccc(NC(=O)N(Cc2c[nH]c3ccccc23)C2CCCCCC2)cc1
 : ?	21%	16%
O=C(CS(=O)(=O)c1cccc2nsnc12)N1CCN(c2cccc(C(F)(F)F)c2)CC1
 : 14%	29%	2%
COc1cccc(NC(=O)c2ccc3c(=O)n4nc(Nc5ccccc5OC)sc4nc3c2)c1
 : -2%	0%	-18%
Cc1ccc(C)c2sc(NC(=O)c3ccc(S(=O)(=O)N4CCC(C)CC4)cc3)nc12
 : 1%	2%	2%
COc1ccc(C(=O)Nc2ccc(N3CCOCC3)c(C(F)(F)F)c2)cc1OC
 : 3%	40%	-6%
CCOc1ccc(NC(=O)CCNS(=O)(=O)c2ccc3c(c2)CCCC(=O)N3)cc1
 : 0%	-14%	-5%
CCc1ccc(N2C(=O)CS(=O)(=O)C23C(=O)N(Cc2ccccc2)c2ccccc23)cc1 (stereo not drawn)
 : ?	25%	6%
Cc1ccc(CNc2c(C)c(C)nc3nncn23)cc1
 : 2%	-19%	-6%
CC(C)(C)OC(=O)N1CCC(c2nnc(SCc3ccccc3Cl)o2)CC1
 : ?	41%	-7%
O=C1COc2cc(S(=O)(=O)CCC(=O)N3CCN(c4cccc(Cl)c4)CC3)c(Cl)cc2N1
 : 1%	?	-5%
CCOC(=O)c1c(N)n(-c2ccc(C)c(C)c2)c2nc3ccccc3nc12
 : -3%	-22%	-13%
Cc1ccc(N2C(=O)CSC23C(=O)N(CC(=O)Nc2ccccc2F)c2ccccc23)cc1C (stereo not drawn)
 : -2%	-8%	7%
Cc1cc(C)cc(-n2c(SCC(=O)N3CCCC3)nc3c([nH]c4ccccc43)c2=O)c1
 : 2%	42%	5%
COc1ccc(S(=O)(=O)Nc2ccc(-c3cn4ccsc4n3)cc2)cc1C
 : 1%	4%	-12%
O=C(CS(=O)(=O)c1cccc2nsnc12)N1CCN(c2ccccc2)CC1
 : -2%	3%	-9%
Cc1ccc2c(c1)c1c3n2CCN(C(=O)c2ccc(C(F)(F)F)cc2)C3CCC1 (stereo not drawn)
 : -8%	16%	-15%
COc1ccc(C(CC(=O)Nc2ccc(C)c(C)c2)N2Cc3ccccc3C2=O)cc1OC (stereo not drawn)
 : ?	-9%	-8%
CCOc1ccccc1NC(=O)C1=C(C)Nc2ncnn2C1c1ccc(C)o1 (stereo not drawn)
 : 1%	-12%	4%

An excerpt from above in order of SMILES length, largest number first:
Values run as follows: aSyn yeast inh	FUS suppressor	Abeta rescue
O=C1COc2cc(S(=O)(=O)CCC(=O)N3CCN(c4cccc(Cl)c4)CC3)c(Cl)cc2N1
 : 1%	?	-5%
COc1ccccc1Nc1sc(C(=O)c2ccc(C)cc2C)c(N)c1S(=O)(=O)c1ccccc1
 : -4%	34%	-6%
O=C(CS(=O)(=O)c1cccc2nsnc12)N1CCN(c2cccc(C(F)(F)F)c2)CC1
 : 14%	29%	2%
COc1cccc(NC(=O)c2ccc3c(=O)n4nc(Nc5ccccc5OC)sc4nc3c2)c1
 : -2%	0%	-18%
Cc1ccc2c(c1)c1c3n2CCN(C(=O)c2ccc(C(F)(F)F)cc2)C3CCC1 (stereo not drawn)
 : -8%	16%	-15%
COc1ccc(C(=O)Nc2ccc(N3CCOCC3)c(C(F)(F)F)c2)cc1OC
 : 3%	40%	-6%
CCc1ccccc1N(C)C(=O)Nc1cn(CC(C)C)c(=O)c2ccccc12
 : 3%	5%	-11%
